KKLEB tox: CF airway cell cytotoxicity counter-screen; KKLEB CF airway cells viability, ATPlite luminescence, overnight; active compounds read low; cells stimulated with P. aeruginosa culture filtrate; activity change (cytotoxicity), % at 5 µM; 360,000 compounds, 0.36% hits;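 active means corrected activity change at or below -50% at 5 µM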
COUP-TFII inh: NR2F2 (human) inhibition, primary screen; P24468; 370,000 compounds, 0.7% hits; inhibition, % at 8.6 µM; AID 686940; HEK293T NGFI-A luciferase reporter, luminescence;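 active means inhibition above a per-plate cutoff, mean inhibition of test wells between control levels plus 3 SD, cut at about 38% in these data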;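 further: cells cotransfected with COUP-TFII expression vector driving the NGFI-A reporter; 0% = median of COUP-TF2 test wells and 100% = reporter-only cells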
Target sequence (P24468 whole entry, looked up): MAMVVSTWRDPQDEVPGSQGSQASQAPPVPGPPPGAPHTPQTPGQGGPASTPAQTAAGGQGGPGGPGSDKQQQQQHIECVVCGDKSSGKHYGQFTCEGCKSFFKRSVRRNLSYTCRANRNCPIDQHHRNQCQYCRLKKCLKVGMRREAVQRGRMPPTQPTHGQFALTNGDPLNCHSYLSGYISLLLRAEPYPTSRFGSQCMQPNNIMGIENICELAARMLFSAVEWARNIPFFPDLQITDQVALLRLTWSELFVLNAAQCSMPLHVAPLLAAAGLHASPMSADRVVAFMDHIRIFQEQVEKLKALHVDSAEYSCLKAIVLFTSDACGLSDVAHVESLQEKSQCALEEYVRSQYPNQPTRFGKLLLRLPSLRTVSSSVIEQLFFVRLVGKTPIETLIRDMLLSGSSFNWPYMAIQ
Shn3 3UTR inh: inhibitors of Schnurri-3 3'UTR reporter in osteoblasts | Clone20 osteoblast Shn3 3'UTR firefly luciferase, 24 h | inhibition, % at 12.5 µM | 360,000 compounds, 0.52% hits | AID 588674;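 active means mean inhibition of at least 75% with every replicate also reaching 75%; inconclusive means mean inhibition at least 75% but some replicate below; inactive means mean inhibition below 75%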;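 further: 0% = median of neutral control wells and 100% = pilot-screen positive control compound; some compounds past the cut are filed as inactive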
TWEAK-Fn14 inh: blocks TWEAK-Fn14 interaction in a reporter cell assay. 360,000 compounds, 2% hits. inhibition, % at 10 µM. TWEAK-stimulated Fn14 reporter cells, luciferase luminescence, 8 h; in the data active means inhibition above about 50%
NCOA1 inh: inhibits human SRC1 coactivator; HEK293 GAL4-SRC1 luciferase reporter, luminescence; inhibition, % at 3.6 µM; 360,000 compounds, 0.12% hits;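 active means inhibition above the campaign mean plus 3 SD, with each screening campaign given its own cutoff, cut at about 60% in these data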;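 further: 0% = DMSO treated cells and 100% = gossypol at 36 µM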
TROY signal inh: inhibitors of TROY-dependent NF-kB signaling | Q293 LMP1-TROYcd NF-kB luciferase reporter, 4 h | inhibition, % at 10 µM | 360,000 compounds, 0.98% hits;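 active means compounds whose plate-normalised and pattern-corrected inhibition of the luciferase reporter signal at the single screening dose is 50% or more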
SRC3 inh: inhibits human SRC3 coactivator. Q9Y6Q9. HEK293 GAL4-SRC3 luciferase reporter, luminescence. inhibition, % at 3.6 µM. 360,000 compounds, 0.17% hits. AID 588352;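 active means inhibition above a per-campaign cutoff, the mean of all compounds plus 3 SD, cut at about 60% in these data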;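 further: 0% = DMSO-treated cells and 100% = gossypol-treated cells at 36 µM; higher means less SRC3-driven luciferase light from the GAL4 reporter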
TRAIL sens C8: sensitizes caspase-8 expressing cells to TRAIL. 360,000 compounds, 1% hits. inhibition (viability loss, TRAIL sensitization), % at 10 µM. NB7+C8 cells + TRAIL, ATPlite viability luminescence. AID 624354;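 active means compounds causing at least 50% loss of cell viability in the single-dose screen, relative to plate controls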
LMP1 NFkB inh: Epstein-Barr LMP1 NF-kappaB reporter inhibition | LMP1-induced NF-kappaB luciferase reporter cells, luminescence | inhibition, % at 12.5 µM | 350,000 compounds, 0.69% hits | AID 504558; in the data active means inhibition above about 41%; inconclusive means no clear call, values can overlap the other calls;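 further: 0% = neutral control wells and 100% = reference inhibitor control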
CF NFkB block: blocks PAF-induced NF-kB reporter in cystic fibrosis cells; 360,000 compounds, 0.86% hits; inhibition, % at 5 µM; KKLEB NF-kB-GFP reporter, GFP fluorescence overnight;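 active means at least 50% inhibition at 5 µM, scaled per plate between neutral and stimulator controls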;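 further: PAF is a Pseudomonas aeruginosa culture filtrate used as stimulus; plate controls were PAF-stimulated DMSO wells for no effect and unstimulated DMSO wells for full effect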
LRH-1 inv ag: NR5A2 inverse agonism in reporter assay. O00482. HEK293T StAR-luciferase reporter, LRH-1 transfected, 24 h. inhibition, % at 3.6 µM. 360,000 compounds, 0.13% hits;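 active means inhibition above the mean inhibition of all tested compounds plus 3 SD, cut at about 73% in these data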;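 further: 0% = DMSO wells and 100% = reporter-only cells lacking LRH-1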
Target sequence (O00482 whole entry, looked up): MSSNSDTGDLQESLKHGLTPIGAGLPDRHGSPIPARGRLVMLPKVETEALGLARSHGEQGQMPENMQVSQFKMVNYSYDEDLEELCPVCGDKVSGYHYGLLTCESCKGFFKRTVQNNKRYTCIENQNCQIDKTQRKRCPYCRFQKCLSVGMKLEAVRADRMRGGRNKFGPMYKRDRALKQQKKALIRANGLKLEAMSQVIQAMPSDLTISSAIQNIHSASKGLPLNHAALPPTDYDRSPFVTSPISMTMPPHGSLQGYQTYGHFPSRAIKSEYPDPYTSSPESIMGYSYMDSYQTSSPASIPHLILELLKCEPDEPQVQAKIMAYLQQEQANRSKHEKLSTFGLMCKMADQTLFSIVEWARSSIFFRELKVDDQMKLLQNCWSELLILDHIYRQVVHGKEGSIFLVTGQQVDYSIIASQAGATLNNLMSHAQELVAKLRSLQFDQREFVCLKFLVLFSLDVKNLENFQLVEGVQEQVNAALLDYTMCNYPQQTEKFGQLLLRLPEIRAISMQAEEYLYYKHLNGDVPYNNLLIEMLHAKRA
Starred values were filed as active, the others as inactive; ? = inconclusive; . = no result given.

SMILES | KKLEB tox | COUP-TFII inh | Shn3 3UTR inh | TWEAK-Fn14 inh | NCOA1 inh | TROY signal inh | SRC3 inh | TRAIL sens C8 | LMP1 NFkB inh | CF NFkB block | LRH-1 inv ag
CC1(C)Cc2cccc(OCC(=O)N3CCN(c4ccc([N+](=O)[O-])cc4)CC3)c2O1 | 1 | 24 | 25 | 20 | -5 | 24 | 6 | -5 | 13 | -3 | 9
COc1cccc(/C=C(/C#N)c2nc3ccccc3[nH]2)c1OC(C)C(=O)O (stereo not drawn) | -3 | -21 | -1 | -17 | -56 | -14 | -43 | -1 | -12 | 3 | -37
CCOC(=O)c1ccccc1NC1c2ccccc2C(=O)N1C1CCN(C(=O)OCC)CC1 (stereo not drawn) | -11 | 3 | 9 | 1 | 6 | 8 | 14 | 2 | -3 | 33 | 3
Cc1ccc(-n2nc3c(=O)n(C(C)C(=O)NCCC4=CCCCC4)nc(C)c3c2C)cc1 (stereo not drawn) | -8 | 71* | 59 | 43 | 13 | 33 | 35 | 21 | 20 | -28 | 39
COCCN(CCOC)CC(O)COC(c1ccccc1)c1ccccc1 (stereo not drawn) | -3 | . | -3 | -3 | 2 | 14 | 12 | -4 | -12 | -5 | 14
Cc1cc(C)nc(SCC(=O)Nc2ccc(S(=O)(=O)NC(C)(C)C)cc2)n1 | 9 | 12 | 64 | 0 | 3 | 13 | 6 | -15 | 18 | -7 | 16
COCCN(C(=O)COC(=O)c1cc2ccccc2cc1OC)c1c(N)n(Cc2ccccc2)c(=O)[nH]c1=O | 4 | -3 | -2 | -11 | -6 | 0 | 1 | 8 | -2 | -17 | 3
CCn1ccc(=O)c2cc3c(cc21)OCO3 | 9 | -4 | -26 | 2 | -5 | -16 | 3 | 7 | 1 | -44 | -10
O=C(NCc1ccc(Cl)cc1Cl)Nc1ccccc1 | -4 | -32 | -122 | -22 | -69 | -45 | -63 | 24 | -10 | 4 | -74
O=C(O)CC1C(=O)NCCN1Cc1cccs1 (stereo not drawn) | 7 | 14 | -1 | 1 | -11 | 0 | 11 | -2 | -3 | -8 | 15
NS(=O)(=O)c1cccc(C(=O)OCC(=O)NC2CCCc3ccccc32)c1 (stereo not drawn) | 6 | -14 | -28 | -6 | 18 | -4 | 4 | -17 | 1 | 7 | 8
CCC(=O)Nc1ccc(C(=O)CSc2nnc(-c3ccc(O)cc3)n2CC2CCCO2)cc1 (stereo not drawn) | 10 | -11 | -30 | -3 | -2 | 2 | -7 | -8 | -4 | -5 | -9
COc1ccc(C(C(=O)NC2CCCC2)N(Cc2cccnc2)C(=O)c2snc(C(N)=O)c2N)cc1 (stereo not drawn) | 0 | 0 | 12 | 9 | 14 | -7 | -7 | 4 | 3 | -14 | 14
COc1ccc(NC(=O)CN2CCN(c3ccccc3C)CC2)cc1 | -5 | -5 | 6 | -8 | -15 | -15 | 6 | -12 | -2 | 3 | -2
O=C(CCCCCN1C(=O)c2ccccc2C1=O)NC1CCCC1 | -4 | 9 | 11 | -7 | 0 | -16 | 3 | -10 | 9 | -7 | -2
Cc1ccc(NC(=O)CN2C(=O)NC3(CCCC3)C2=O)nc1 | 10 | -22 | -7 | -7 | 4 | 1 | -2 | -7 | -2 | 17 | -11
COc1ccc(C(=O)C2CCCN(C/C=C/c3ccccc3OC)C2)c(OC)c1 (stereo not drawn) | -3 | 0 | 32 | 2 | 8 | 9 | -5 | 4 | -21 | 12 | 8
O=C(COc1ccc2c(c1)CCC2)N1CCN(c2ccc(F)cc2)CC1 | -6 | 6 | -16 | -5 | -24 | -5 | 4 | 8 | 2 | 19 | 13
COc1ccc(Nc2cnn(-c3nc4ccccc4s3)c(=O)c2Cl)cc1 | 14 | -24 | 6 | 31 | -66 | -40 | -45 | 15 | -35 | -16 | -65
CC(C)c1nc2sc3ccccc3c(=O)c2c(=O)n1Cc1ccccc1 | -4 | -7 | 12 | -30 | -3 | -44 | 8 | 17 | 10 | 0 | 10
COc1cc(OC)c(C(=O)Nc2ccc3ccccc3c2)cc1OC | 21 | . | -51 | -58 | -87 | -73 | -78 | 18 | -25 | -11 | -146
CC(=O)Nc1ccc(S(=O)(=O)Nc2nc3ccccc3nc2N2CCCCCC2)cc1 | 21 | 12 | -13 | 16 | 10 | -7 | 3 | 7 | 15 | -12 | -2
O=C1NC(=O)/C(=C\c2ccc(OCc3cccc(C(=O)O)c3)c(Cl)c2)N1 | 10 | -36 | 7 | -21 | -125 | -72 | -130 | 7 | ? | 17 | -273
CCOc1ccc2nc(NC(=O)C(NS(=O)(=O)c3cccs3)C(C)C)sc2c1 (stereo not drawn) | 1 | . | 24 | 6 | -1 | 5 | 23 | 0 | -25 | 3 | 2

Full records, looked up by structure. Order of screens: KKLEB tox | COUP-TFII inh | Shn3 3UTR inh | TWEAK-Fn14 inh | NCOA1 inh | TROY signal inh | SRC3 inh | TRAIL sens C8 | LMP1 NFkB inh | CF NFkB block | LRH-1 inv ag
O=C1NC(=O)/C(=C\c2ccc(OCc3cccc(C(=O)O)c3)c(Cl)c2)N1 is entered as 10 | -36 | 7 | -21 | -125 | -72 | -130 | 7 | ? | 17 | -273
O=C(COc1ccc2c(c1)CCC2)N1CCN(c2ccc(F)cc2)CC1 is entered as -6 | 6 | -16 | -5 | -24 | -5 | 4 | 8 | 2 | 19 | 13
COc1cc(OC)c(C(=O)Nc2ccc3ccccc3c2)cc1OC is entered as 21 | . | -51 | -58 | -87 | -73 | -78 | 18 | -25 | -11 | -146

Next section
SMILES | KKLEB tox | COUP-TFII inh | Shn3 3UTR inh | TWEAK-Fn14 inh | NCOA1 inh | TROY signal inh | SRC3 inh | TRAIL sens C8 | LMP1 NFkB inh | CF NFkB block | LRH-1 inv ag
Cc1cc(C)n(-c2ccc(C(=O)NCCCN3CCOCC3)cc2)n1 | 8 | 5 | -16 | -18 | -7 | -3 | 16 | -3 | -1 | -4 | 1
O=C(c1cccs1)N1CCc2c([nH]c3ccccc23)C1c1ccc(Cl)cc1 (stereo not drawn) | 15 | -12 | 18 | -22 | 3 | 7 | -6 | 17 | -18 | -23 | 20
O=C1COc2ccccc2N1Cc1ccc(Cl)cc1 | -12 | 6 | 13 | 3 | -20 | -12 | -1 | -1 | -11 | 2 | 27
Cc1ccc(C(=O)NC(=S)c2c(C)cc3ccccn23)cc1 | -18 | -18 | -22 | -37 | -64 | -8 | -31 | -1 | -24 | 29 | -57
Cc1ccc2sc(NC(=O)c3ccc(N4C(=O)CCC4=O)cc3)nc2c1C | -14 | 8 | -12 | 11 | 1 | 4 | 5 | -1 | 8 | -18 | 6
O=C(NCC1COc2ccccc2O1)Nc1ccccc1F (stereo not drawn) | -20 | -19 | -7 | -15 | -4 | -35 | 1 | -3 | -2 | 0 | -19
Cc1cc(C)c(C)c(S(=O)(=O)N2CCC(C(=O)N(C)Cc3nc4ccccc4c(=O)[nH]3)CC2)c1C | -8 | -7 | -4 | -8 | -22 | 7 | 13 | -2 | -1 | 16 | -27
Cc1nnc(SCC(=O)Nc2nccs2)o1 | -5 | 7 | -8 | 2 | -13 | -27 | 8 | -16 | 1 | 10 | 20
COc1ccccc1C1C2=C(CCCC2=O)N(CC(=O)O)C2=C1C(=O)CCC2 | 7 | 5 | -14 | -7 | -4 | -5 | -4 | -1 | -2 | 0 | 0
COc1ccc(NC(=O)COc2ccccc2C(N)=O)cc1S(=O)(=O)N1CCCCC1 | -6 | 3 | 20 | -2 | -9 | -10 | 18 | -10 | -2 | 8 | 10
CCCCCCCCCCCCN1[C@@H](CC(C)=O)c2cc(F)ccc2S1(=O)=O | -11 | -7 | 45 | 13 | -1 | -2 | 14 | 22 | -9 | 28 | 11
COc1ccc(S(=O)(=O)N2CCSCC2)cc1C(N)=O | -2 | -3 | -1 | 3 | -28 | 14 | 7 | 1 | -5 | 0 | 5
O=C(NC1CCCCC1)c1ccc(S(=O)(=O)N2CCCCC2)cc1 | 3 | 9 | 2 | 3 | -13 | 0 | 8 | -2 | 1 | 4 | 24
Cn1c(=O)n(C)c2cc([N+](=O)[O-])c(N3CCN(C(=O)c4ccccc4)CC3)cc21 | 14 | 11 | -12 | 12 | -1 | 10 | -32 | 13 | 2 | -20 | -10
CCC(OC(=O)c1nsc(Cl)c1Cl)C(=O)NC(C)(C)CC (stereo not drawn) | 1 | 4 | 1 | 6 | -19 | -5 | 12 | -4 | -1 | 3 | -10
CC/C(=N\NC(=O)C(N)=O)c1ccccc1O | 5 | 5 | -5 | 0 | 5 | 6 | 7 | 40 | 3 | -1 | 7
CNC(=S)Nc1ccc(Nc2ccccc2)cc1 | -1 | -33 | -13 | -26 | -50 | -17 | -36 | 2 | -3 | 2 | -73
CCC(C)(C)NC(=O)C(c1ccc(OC)cc1)N(C(=O)CCC(=O)Nc1cc(C)on1)c1ccc2c(c1)OCCO2 (stereo not drawn) | -3 | 9 | 11 | 28 | 16 | -12 | 9 | -24 | 7 | 9 | -10
O=C(c1cc(COc2ccc(F)c(F)c2)on1)N1CCN(C/C=C/c2ccccc2)CC1 | -6 | -19 | 30 | -15 | 0 | 9 | -25 | 11 | 3 | 0 | 10
COc1cc2c(cc1OC)C(=O)C(Br)CC2 (stereo not drawn) | -16 | . | 35 | 16 | -5 | 15 | 10 | -3 | -3 | 70* | 10
COc1ccc(Cl)cc1C=CC=Nc1ccccc1O | 4 | 9 | 13 | 0 | -18 | -32 | -10 | -28 | 0 | 19 | 14
N#Cc1ccc(OCC(=O)N/N=C2/CC(c3ccccc3)Oc3ccccc32)cc1 (stereo not drawn) | -20 | -1 | -4 | -25 | -22 | 4 | 13 | 6 | 7 | 9 | 1
CCn1c(C)nc2cc(C(=O)N/N=C/c3cccc(O)c3O)ccc21 | 0 | -9 | 91* | -37 | -29 | -29 | -4 | 52* | 0 | 7 | -47
CC(=O)CSc1nnc(CSc2ncccn2)n1C1CCCCC1 | -2 | 3 | 0 | -16 | 8 | 18 | -22 | -4 | 3 | 18 | -4
O=C(Cn1cc([N+](=O)[O-])cn1)Nc1ccn(Cc2c(F)c(F)cc(F)c2F)n1 | 7 | -6 | 8 | 3 | -7 | -4 | -7 | -26 | 2 | -10 | 17
CN(C)CCCn1c(=O)n(Cc2ccco2)c(=O)c2c3c(sc21)CCCCC3 | 0 | -12 | 2 | 4 | -22 | 31 | -4 | 23 | -9 | 13 | 13
Cc1oc(C)c(C(=O)Nc2ccc(CC(=O)O)cc2)c1C(=O)Nc1ccc(CC(=O)O)cc1 | 10 | 8 | 5 | -3 | 16 | 7 | 12 | -22 | -6 | -1 | -1
Cc1ccc(C)c(S(=O)(=O)N=Nc2c(O)[nH]c3ccccc23)c1 | 12 | -19 | -1 | 5 | -4 | -1 | -8 | -3 | 9 | -25 | 20
CCc1cc(=O)oc2cc(OCC(=O)N3CC[C@@]4(O)CCCC[C@H]4C3)ccc12 | 10 | 7 | 4 | -10 | 3 | -3 | 3 | -1 | -11 | -9 | 18
COc1ccc2c(c1)c(C(=O)N/N=C/c1ccc(Cl)cc1)c(C)n2C | -1 | 10 | 14 | -1 | -11 | -29 | 7 | 13 | -5 | -17 | -12
COc1cccc(Oc2ccc(C(F)(F)F)cc2N)c1 | -10 | -17 | -31 | -34 | -30 | -66 | -42 | 4 | -8 | 4 | -24

An excerpt; the hit share may differ from the screen's.
